High-throughput results: PubChem BioAssay, Sanford-Burnham Center for Chemical Genomics
CHOP UPR activ: apoptotic UPR (CHOP) activation | CHO-CHOP luciferase reporter, luminescence; percent of tunicamycin response over DMSO baseline | activation, % at 10 µM | 330,000 compounds, 0.34% hits;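 active = at 10 µM dose, activation of 40% or more, normalized to positive control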;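 also: 100% = tunicamycin at 10 µg/mL and 0% = DMSO alone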
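Test system: CHO CHOP reporter cells. Input: 500 CHO-CHOP cells per well. Medium: F12 with 10% FBS. Technique: luciferase luminescence. Measure: percent activation relative to tunicamycin control. Dosing: 10 µM compound, 0.5% DMSO. Timing: 16-18 h cell attachment, then 6 h compound exposure, 37 °C.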
tim23-1 inh: inhibits growth of tim23-1 mutant yeast | S. cerevisiae tim23-1 growth, BacTiter-Glo luminescence, 24 h | inhibition, % at 20 µM | 330,000 compounds, 1.3% hits;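 active = growth inhibition of the mutant yeast at or above 50%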;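 also: temperature-sensitive mutant grown at 25 °C; plate controls were DMSO-treated mutant yeast for no effect and medium wells lacking yeast for full effect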
Jurkat NFkB inh: lowers PMA/ionomycin-induced NF-kB signal in Jurkat cells; PMA/ionomycin-induced NF-kB luciferase reporter, luminescence; inhibition, % at 4 µM; 330,000 compounds, 0.53% hits; AID 435003; in the data active = inhibition above about 50%
TIM10 inh: inhibits growth of TIM10 yeast strain. inhibition, % at 10 µM. AID 463195. 330,000 compounds, 1.4% hits. S. cerevisiae TIM10 strain growth, BacTiter-Glo luminescence, 24 h;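 active = inhibition of 40% or more at the single tested concentration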;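 also: wild-type TIM10 isogenic control strain grown at permissive 25 °C; 0% = DMSO yeast wells and 100% = minimal medium wells without yeast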
697 NFkB inh: lowers PMA/ionomycin-induced NF-kB signal in 697 B cells; 697 B-cell NF-kB luciferase reporter, 16 h; inhibition, % at 4 µM; AID 435022; 330,000 compounds, 0.33% hits; in the data active = inhibition above about 35%
Mdm2-MdmX inh: human Mdm2/MdmX binding inhibition. O15151+Q00987. SaOS-2 split-luciferase Mdm2/MdmX complementation, luminescence. inhibition, % at 8 µM. 330,000 compounds, 3% hits. AID 485346;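 active = inhibition of at least 50% at 8 µM in the primary screen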
Target sequence (O15151 whole entry, looked up): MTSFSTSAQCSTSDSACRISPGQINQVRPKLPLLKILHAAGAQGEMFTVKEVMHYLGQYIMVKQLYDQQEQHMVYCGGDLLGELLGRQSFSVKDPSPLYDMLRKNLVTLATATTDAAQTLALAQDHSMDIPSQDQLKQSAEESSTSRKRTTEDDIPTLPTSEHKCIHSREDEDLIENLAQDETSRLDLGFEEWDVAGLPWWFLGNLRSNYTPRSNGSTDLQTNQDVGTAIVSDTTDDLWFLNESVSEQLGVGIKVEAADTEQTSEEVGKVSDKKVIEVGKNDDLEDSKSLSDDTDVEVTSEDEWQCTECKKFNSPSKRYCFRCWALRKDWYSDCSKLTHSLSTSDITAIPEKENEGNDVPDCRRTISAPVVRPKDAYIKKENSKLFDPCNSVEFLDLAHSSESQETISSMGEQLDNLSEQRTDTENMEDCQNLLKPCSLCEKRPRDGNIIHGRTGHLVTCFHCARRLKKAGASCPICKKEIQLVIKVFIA
Target sequence (Q00987 whole entry, looked up): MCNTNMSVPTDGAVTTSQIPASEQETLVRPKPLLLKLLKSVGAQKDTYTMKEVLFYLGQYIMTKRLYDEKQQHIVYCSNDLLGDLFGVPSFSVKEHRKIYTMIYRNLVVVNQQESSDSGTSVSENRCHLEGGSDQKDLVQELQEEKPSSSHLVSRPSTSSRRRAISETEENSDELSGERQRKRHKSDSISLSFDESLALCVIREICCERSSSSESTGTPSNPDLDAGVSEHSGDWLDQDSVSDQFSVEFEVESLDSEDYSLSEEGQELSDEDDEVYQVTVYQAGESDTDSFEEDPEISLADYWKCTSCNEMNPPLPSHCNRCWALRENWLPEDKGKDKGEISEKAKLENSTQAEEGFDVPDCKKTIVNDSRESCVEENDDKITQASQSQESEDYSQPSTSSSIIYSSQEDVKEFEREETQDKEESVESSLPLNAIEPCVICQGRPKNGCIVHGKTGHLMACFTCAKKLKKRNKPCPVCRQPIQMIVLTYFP
UPR XBP1 act: adaptive UPR (XBP1) activation; AID 463104; activation, % at 20 µM; 330,000 compounds, 0.33% hits; CHO-XBP1 luciferase reporter, IRE1-XBP1 UPR activation, luminescence; percent of tunicamycin response, DMSO as zero;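 active = versus positive control, 20 µM dose yields 30% or more activation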;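 also: 100% = tunicamycin at 10 µg/mL and 0% = DMSO only wells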
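Signal: luciferase luminescence; Assay system: CHO-XBP1 luciferase reporter cells; Amount: one thousand reporter cells per well; Dosing: 20 µM single concentration, DMSO 1%; Benchmarks: high control tunicamycin 10 µg/mL final, low control DMSO vehicle only; Schedule: 6 h compound exposure at 37 °C, 5% CO2; Evaluation: percent activation relative to tunicamycin reference.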
tim10-1 inh: tim10-1 yeast growth inhibition | S. cerevisiae tim10-1 ts strain growth, BacTiter-Glo, 24 h | inhibition, % at 20 µM | 330,000 compounds, 2.2% hits;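 active = inhibition of at least 40%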;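 also: mutant grown at 25 °C; 0% = DMSO wells with yeast and 100% = wells holding no yeast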
Active calls of the source: *.

SMILES	CHOP UPR activ	tim23-1 inh	Jurkat NFkB inh	TIM10 inh	697 NFkB inh	Mdm2-MdmX inh	UPR XBP1 act	tim10-1 inh
O=C(Nc1ccccc1)Nc1ccc(NC(=O)c2ccccc2O)cc1	2.4	-15	-1	-11	17	-4	-1	-27
Cc1nn(-c2ccccc2)c(Cl)c1/C=N/N1CCN(c2ccccn2)CC1	0.2	3	10	13	8	14	0	22
O=C(CCN1C(=O)/C(=C\C=C\c2ccccc2)SC1=S)Nc1ccc(C(=O)O)cc1	5.4	21	20	6	-42	1	-1	15
CS(=O)(=O)N(CC(O)Cn1c2ccccc2c2ccccc21)c1ccccc1 (stereo unspecified)	-1.7	19	-4	21	5	28	0	29
CC(NC(=O)COC(=O)CNC(=O)c1ccccc1Cl)C1CC2CCC1C2 (stereo unspecified)	1.1	12	-7	17	-1	11	-2	14
Cn1c(=O)c2sccc2n2c(CCCC(=O)N3CCCCC3)nnc12	-0.4	4	11	13	0	2	0	1
Cc1nc2ccccc2n1CC(=O)NCCN1CCOCC1	-2.5	0	0	-4	-6	5	1	5
COc1ccc2oc(=O)c(/C(C)=N/Nc3ccccc3)cc2c1	-1.5	13	-8	20	-13	7	5	27
Cc1ccc(S(=O)(=O)N2CCN(C(=O)COC(=O)C3CC3C)CC2)c(C)c1 (stereo unspecified)	1.0	21	0	0	-17	-37	0	1
COc1ccc(OC)c(CN2CCSCC2)c1	0.4	-7	6	3	15	0	-3	-12
COc1ccc(N2CCN(C(=O)CSc3nc4cc(OC)c(OC)cc4cc3C#N)CC2)cc1	-1.5	10	-1	26	32	9	-2	24
Cc1ccc(NC(=O)CN2CCc3ccccc3C2)cc1C	0.6	11	-7	-20	-5	0	-3	-5
CCCCC[n+]1ccn(C2=C([O-])c3ccccc3C(=O)/C2=N\S(=O)(=O)c2ccccc2)c1	0.1	11	-2	12	24	18	0	4
O=C(NNc1cc(Br)c(O)c(Br)c1)c1ccccc1	0.4	24	-6	5	0	-26	-1	14
CCC1=Nc2cc(C(=O)NCCCOC(C)C)ccc2Sc2ccccc21	0.3	30	8	20	-3	27	-1	27
COc1ccc(NC(=O)CSc2nc3ccsc3c(=O)n2Cc2ccccn2)c(OC)c1	2.2	15	-11	-4	-3	-24	-1	28
Cc1ccc(C(=O)Nc2nccs2)cc1	4.2	16	-100	26	-81	-47	0	-11
O=c1cc(-c2ccccc2)cc(-c2ccccc2)n1CCO	-1.2	16	4	4	8	8	2	7
Fc1cccc(Cl)c1Cn1nnc(-c2ccc(N3CCOCC3)cc2)n1	3.0	-7	-1	5	2	4	3	6
CCn1c(COc2ccccc2C)nnc1SCC(=O)N1CCC(C)CC1	-1.3	-6	14	-13	5	2	-5	-11
Cc1ccc(Nc2ncc3c(n2)CC(C)(C)CC3=O)cc1	2.5	10	-105	16	-177	-176	2	-3
CC(C)(C)OC(=O)NCCCC[C@H](NC(=O)c1nc[nH]c1C(=O)NCc1ccc(CNC(=O)OC(C)(C)C)cc1)C(=O)OC(C)(C)C	-0.9	5	1	3	-17	18	2	3
CS(=O)(=O)N1N=C(c2ccc(Cl)cc2)CC1c1cccs1 (stereo unspecified)	4.1	29	-15	2	-45	-11	12	32
N#Cc1c(-c2ccco2)cc(C2CC2)nc1N	0.2	25	0	19	15	-12	9	20
CN(CC(=O)Nc1ccc(F)cc1)CC(=O)NC1CCCCC1	0.3	6	-5	10	-10	-2	0	10
NC(=O)c1ccccc1NC(=O)c1ccc2c(c1)OCO2	4.6	8	-95	10	-167	-81	3	1
CCOc1ncccc1C(=O)OCC(=O)c1cccs1	1.5	13	8	-7	16	-3	1	16
Cc1[nH]nc(SCC(=O)N2CCCC2)c1[N+](=O)[O-]	1.7	-3	-7	-27	19	-5	2	-8
O=C(NC1CCC(O)CC1)c1cc(Cl)c2c(c1)OCCO2 (stereo unspecified)	2.3	4	-6	-11	-7	18	1	-13
CC(Sc1nc2nn(-c3ccccc3)c(=O)c-2c2n1CCCCC2)C(N)=O (stereo unspecified)	-0.8	15	5	-10	23	4	3	8

Overlap with the part before: two compounds, then new ones.
SMILES	CHOP UPR activ	tim23-1 inh	Jurkat NFkB inh	TIM10 inh	697 NFkB inh	Mdm2-MdmX inh	UPR XBP1 act	tim10-1 inh
O=C(NC1CCC(O)CC1)c1cc(Cl)c2c(c1)OCCO2 (stereo unspecified)	2.3	4	-6	-11	-7	18	1	-13
CC(Sc1nc2nn(-c3ccccc3)c(=O)c-2c2n1CCCCC2)C(N)=O (stereo unspecified)	-0.8	15	5	-10	23	4	3	8
CCCCN1C2=NCCCN2c2ccccc21	0.8	-8	-3	-15	1	1	-1	-14
Cc1ccc(NC(=O)CSc2nnc(-c3cnccn3)n2Cc2ccco2)cc1	1.2	-4	14	-5	1	24	0	15
CCN(CC)C(=O)CCn1nc(-c2ccc(C)cc2)c2ccccc2c1=O	-0.3	20	-3	9	-14	15	-1	27
COc1ccc(N(CC(=O)NCCc2cccc(C)c2)S(=O)(=O)c2c(C)noc2C)cc1	-0.5	25	9	16	3	11	-3	25
COC(=O)c1ccc(/C=N/OCC(=O)NCc2ccc(F)cc2)cc1	1.3	8	-8	-19	-3	14	-3	4
c1ccc(-n2c(SCc3ccncc3)nnc2-c2ccco2)cc1	1.8	23	18	1	0	18	1	9
Cc1nc(Nc2ccc3c(c2)OCCO3)c2oc3ccccc3c2n1	5.5	38	-16	40*	11	11	9	31
CSc1nc(Sc2ccccc2)c2ccccc2n1	-1.4	5	9	16	-5	27	3	7
Cc1cc(C)n(CCOc2ccc(Br)cc2)n1	-0.7	17	-2	20	-16	16	-2	7
Cc1ccc(S(=O)(=O)NCCc2cccs2)cc1	2.7	3	3	8	2	7	2	11

Some of these compounds in order of the 697 NFkB inh value, smallest number first.
compound | Jurkat NFkB inh | TIM10 inh | 697 NFkB inh | Mdm2-MdmX inh | UPR XBP1 act
CCN(CC)C(=O)CCn1nc(-c2ccc(C)cc2)c2ccccc2c1=O | -3 | 9 | -14 | 15 | -1
Cc1ccc(NC(=O)CSc2nnc(-c3cnccn3)n2Cc2ccco2)cc1 | 14 | -5 | 1 | 24 | 0
COc1ccc(N(CC(=O)NCCc2cccc(C)c2)S(=O)(=O)c2c(C)noc2C)cc1 | 9 | 16 | 3 | 11 | -3

The listing continues:
SMILES	CHOP UPR activ	tim23-1 inh	Jurkat NFkB inh	TIM10 inh	697 NFkB inh	Mdm2-MdmX inh	UPR XBP1 act	tim10-1 inh
O=C(Cn1cncn1)NCc1cccc(OC(F)F)c1	-0.7	0	-6	-1	5	12	-2	8
Cc1ccc2c(COC(=O)c3ccccc3Cl)cc(=O)oc2c1	12	-11	-88	8	-47	-60	7	-1
Cc1nc(N)sc1N=Nc1ccccc1C(F)(F)F	6.7	43	-61	-27	-102	-74	-2	25
O=C(Nc1ccn(Cc2cccc3ccccc23)n1)c1cccnc1	-0.6	-2	14	21	-13	26	2	1
COc1ccc(OC)c(NC(=S)NCCSc2ccc(C)cc2)c1	-1.1	42	-6	33	6	30	-2	44*
CN(C)C(=O)CN(C)S(=O)(=O)c1ccc(Cl)cc1	0.6	25	9	-5	7	10	-2	8
O=C(Nc1ccccc1C(=O)O)/C(=C/c1ccc([N+](=O)[O-])cc1)NC(=O)c1ccc(Br)o1	1.8	8	1	-4	-5	-6	0	0
CCOC(=O)C1(CCc2ccccc2)CCN(C(=O)CN2C(=O)CSC2=O)CC1	0.7	17	-10	13	-19	-10	1	39
COc1ccc(OC)c(NC(=O)C2C3CC4OC(=O)C2C4C3)c1 (stereo unspecified)	-3.0	-8	-6	-9	11	14	-6	-13
Cc1cc(NC(=O)CSc2ccc(F)cc2)no1	3.6	-3	-5	-13	1	12	0	-7
CCC(C)C(Nc1ncnc2scc(-c3ccccc3)c12)C(=O)O (stereo unspecified)	2.3	6	0	-2	-3	-3	-2	0
CCCN(CCC)CCNC(=O)c1cc2c(C)nc3ccccc3c2o1	-0.6	12	-39	-25	-1	7	-1	13
CCCOc1ccc(/C(O)=C2/C(=O)C(=O)N(c3ccccn3)C2c2ccc(OC)cc2)cc1C (stereo unspecified)	1.6	28	-58	9	6	-13	-1	30
CN(NC(=S)Nc1ccc(OC(F)F)cc1)C(=S)Nc1ccc(OC(F)F)cc1	-1.1	13	-1	25	3	-23	0	32
COc1ccc(N=Nc2nc(-c3ccccc3)c(-c3ccccc3)[nH]2)cc1	2.8	34	-11	41*	-5	19	1	32
COC(=O)c1ccc(-n2c(C)cc(/C=N/n3cnnc3)c2C)cc1	0.7	9	-7	16	-25	-10	-3	27
CCCCN1C(=O)NC(NC(=O)c2ccco2)(C(F)(F)F)C1=O (stereo unspecified)	-2.4	8	-1	-1	-5	17	-1	14
CC(=O)O/N=C(\N)Cc1ccc(-c2csnn2)cc1	1.6	3	1	12	-2	0	-5	-8
Cc1ccccc1NC(=O)Cc1nc(CCl)cs1	-0.3	15	9	-3	12	-2	2	22
Cc1cc(NC(=O)C2CCCN(S(=O)(=O)c3c(C)noc3C)C2)n[nH]1 (stereo unspecified)	-0.7	-4	3	-2	9	-13	-1	-18
C=CCn1c(=O)c2ccccc2n2c(SCC(N)=O)nnc12	-0.8	13	14	0	0	20	-1	2
CSc1ccc(Cn2nnc(C(=O)NCc3ccccc3)c2N)cc1	0.8	-8	1	-10	-3	10	2	-9
O=C(Nc1nnc(SCC(=O)N2CCCCC2)s1)c1ccc(F)cc1F	1.9	18	-10	13	-3	11	1	9
Cc1ccc(NC(=O)CN(C)c2ccc(S(=O)(=O)N3CCCC3)cn2)cc1	-0.5	6	-7	2	-3	8	-2	17
C=C(C)Cn1c(-c2cccc([N+](=O)[O-])c2)n[nH]c1=S	1.8	1	1	1	-4	-22	-2	2
COCCNC(=O)c1ccc2c(=O)n(CCCN3CCCC3=O)c(=S)[nH]c2c1	1.6	-4	-6	-9	1	-17	0	4
COc1ccc2cc(C3(C)NC(=O)N(CC(=O)NCc4ccco4)C3=O)ccc2c1 (stereo unspecified)	0.8	-2	-9	-8	14	-1	1	4
COc1ccc(/C=C(/NC(=O)c2ccc(OC)c(OC)c2)C(=O)NCCCn2ccnc2)cc1	1.0	10	9	2	6	11	-2	-15
Cc1cccc(OCC(=O)OC(C)C(=O)Nc2ccc(Cl)cn2)c1 (stereo unspecified)	1.2	10	-7	0	9	14	-1	5
COCCN(C(=S)Nc1ccc(OC)cc1)C(C)c1cccs1 (stereo unspecified)	-0.4	36	15	22	6	21	-2	41*
CN(CC(=O)Nc1ccccc1Cl)C(=O)COC(=O)CNC(=O)c1ccc(Br)o1	1.2	-7	-5	1	11	-7	-1	10
Cc1cc(NC(=O)CCC(=O)N(c2ccccc2)C(C)C(=O)NC2CCCC2)no1 (stereo unspecified)	0.7	2	-9	10	-5	-13	-3	11
Cc1cccc2sc(N(CCCN(C)C)C(=O)c3cc4ccccc4oc3=O)nc12	1.1	12	1	-2	-9	-5	2	17
Cc1cc(C)c(N2CCN(S(=O)(=O)N3CCCCCC3)CC2)c(C)c1	1.5	25	13	10	-16	5	-3	15
NS(=O)(=O)c1ccc(NC(=O)C(Sc2ccccc2)c2ccccc2)cc1 (stereo unspecified)	-0.8	13	-6	12	-3	2	0	9
CCC(C)(C)NC(=O)CN(C(=O)CCC(=O)Nc1cc(C)ccn1)c1ccc2c(c1)OCO2	0.1	13	8	3	-2	37	2	9
O=S(=O)(c1ccc(OCC(O)CN2CCN(c3ccc(F)cc3)CC2)cc1)N1CCOCC1 (stereo unspecified)	0.3	-3	-16	1	-17	8	-3	-15
O=C(Nn1cnnc1)c1cc2c(s1)CCCC2	-2.0	23	-17	-13	3	3	-1	2
Cc1nnc(SCC(=O)Nc2ccc(N3CCOCC3)cc2)n1Cc1ccccc1	-0.2	9	8	7	6	-8	-2	3
CS(=O)(=O)N(CC(=O)N1CCCCCC1)c1cccc(Cl)c1Cl	0.3	0	-8	-2	-11	-25	-2	4
